Screening data from PubChem.
KCNQ2 inh: KCNQ2 potassium channel inhibitors, primary screen, cell-based, CHO-K1, FluxOR thallium flux, B-score (AID 2156). B-score at 10 µM. 20 min; hits give low values. actives 1.1% (n = 310,000);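 active = fluorescence ratio B-score at most minus 3 library SDs, with starting brightness B-score within 2 library SDs, cut at about -5.5 in these data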
Target sequence (O88943 whole entry, looked up): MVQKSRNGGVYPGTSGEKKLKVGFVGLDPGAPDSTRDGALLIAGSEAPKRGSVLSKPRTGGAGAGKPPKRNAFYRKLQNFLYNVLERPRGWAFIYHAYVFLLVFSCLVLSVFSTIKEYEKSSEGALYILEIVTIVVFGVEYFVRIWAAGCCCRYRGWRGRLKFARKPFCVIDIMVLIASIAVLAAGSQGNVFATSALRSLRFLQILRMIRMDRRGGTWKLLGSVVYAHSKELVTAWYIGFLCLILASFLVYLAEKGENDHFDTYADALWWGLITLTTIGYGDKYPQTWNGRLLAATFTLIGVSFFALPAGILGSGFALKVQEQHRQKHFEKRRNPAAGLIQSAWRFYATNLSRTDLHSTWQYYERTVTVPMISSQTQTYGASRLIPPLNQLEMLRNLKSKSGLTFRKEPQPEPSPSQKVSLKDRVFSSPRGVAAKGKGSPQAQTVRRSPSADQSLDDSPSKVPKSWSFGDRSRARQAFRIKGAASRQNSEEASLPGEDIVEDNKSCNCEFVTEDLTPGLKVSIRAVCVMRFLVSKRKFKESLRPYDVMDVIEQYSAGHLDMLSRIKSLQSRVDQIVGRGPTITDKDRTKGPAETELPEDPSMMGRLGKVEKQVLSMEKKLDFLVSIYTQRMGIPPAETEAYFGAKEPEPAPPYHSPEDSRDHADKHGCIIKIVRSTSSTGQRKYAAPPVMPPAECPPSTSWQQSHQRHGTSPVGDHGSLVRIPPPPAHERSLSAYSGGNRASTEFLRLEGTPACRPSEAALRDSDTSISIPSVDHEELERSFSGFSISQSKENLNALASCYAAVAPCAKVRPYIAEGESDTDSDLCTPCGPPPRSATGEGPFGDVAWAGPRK
CHT inh: inhibitors of human choline transporter CHT | CHT-expressing cells, membrane potential dye, choline response; hits give low values | B-score at 10 µM | actives 0.86% (n = 310,000);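 active = B-score over 3 SD under the library average, and starting fluorescence ratio not unusually high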;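 also: choline stimulus applied at its EC90 after an EC20 pre-addition; B-score computed on integrated fluorescence ratio after choline addition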
The depositor's hits bear a star; i = inactive; · = not tested or not shown.

KCNQ2 inh | CHT inh | Compound
i | i | Cc1cccc(OCC(=O)O/N=C(\N)c2ccc(Br)cc2)c1
i | i | O=C(c1ccc(-n2cncn2)c([N+](=O)[O-])c1)N1CCN(S(=O)(=O)c2ccc(Cl)cc2)CC1
i | i | CCN(CC)CC(O)COC(c1ccccc1)c1ccccc1 (configuration not stated)
i | i | O=C(CCN1C(=O)/C(=C\c2cccc(Br)c2)SC1=S)N1CCOCC1
i | i | Cc1ccnc(NC(=O)CCC(=O)N(CC(=O)NC(C)(C)C)c2ccc3c(c2)OCO3)c1
-6.47* | i | O=C(Nc1ccccc1F)C(=Cc1sc(N2CCOCC2)nc1-c1ccccc1)C(=O)Nc1ccccc1F
i | i | CC1CCC(=C(C#N)C(=O)Nc2cccc(Cl)c2)CC1 (configuration not stated)
i | i | CN(C(=O)CSc1nncn1-c1ccccc1)C1CCS(=O)(=O)C1 (configuration not stated)
i | -5.52* | Cc1cc(C)cc(NC(=O)c2ccc(N3C(=O)C4CCCCC4C3=O)cc2)c1 (configuration not stated)
i | i | Cc1ccc(Nc2cnn(C34CC5CC(CC(CC(=O)O)(C5)C3)C4)c(=O)c2Cl)c(Cl)c1
i | i | CCOC(=O)c1cc2c(=O)n3ccccc3nc2n(Cc2ccco2)c1=NC(=O)c1cccc(OC)c1
· | i | O=C(O)c1n[nH]c2c1CC(C1CCCCC1)CC2 (configuration not stated)
i | i | CCC(=O)Nc1ccc2c(c1)C(=O)N(C1CCCCC1)C2=O
i | i | COc1ccc(-c2nc(N)n(C(C)=O)n2)cc1
i | i | O=C(N1CCOCC1)N1CCN(c2nc(-c3ccc(F)cc3)cs2)CC1

Pulled by compound from above (four):
KCNQ2 inh | CHT inh | Compound
i | i | CCN(CC)CC(O)COC(c1ccccc1)c1ccccc1 (configuration not stated)
i | i | O=C(N1CCOCC1)N1CCN(c2nc(-c3ccc(F)cc3)cs2)CC1
i | i | Cc1ccnc(NC(=O)CCC(=O)N(CC(=O)NC(C)(C)C)c2ccc3c(c2)OCO3)c1
i | i | CN(C(=O)CSc1nncn1-c1ccccc1)C1CCS(=O)(=O)C1 (configuration not stated)

Additional entries:
KCNQ2 inh | CHT inh | Compound
i | i | CCN(CC)C(=O)CSc1ncnc2c1nnn2-c1ccc(OC)cc1
i | i | CC1CCC2(CC1)NC(=O)N(Cc1cc(=O)n3ccsc3n1)C2=O (configuration not stated)
i | i | CC(=O)O[C@H]1C[C@@]2(C)[C@@H](C[C@@H](O)[C@H]3[C@@]4(C)CC[C@@H](O)[C@@H](C)C4CC[C@@]32C)/C1=C(\CCC=C(C)C)C(=O)O (some centres not stated)
i | i | COc1ccc(CNC(=O)COC(=O)c2cnccn2)cc1
i | i | CC1CCCCN1CCCNC(=O)C1CCN(c2nc3ccccc3o2)CC1 (configuration not stated)
-5.58* | i | CCC(C(=O)N1CCN(c2cccc(Cl)c2)CC1)c1ccccc1 (configuration not stated)
i | i | COc1ccc(NC(=O)[C@H](NC(=O)[C@@H]2Cc3ccccc3CN2)c2ccccc2)cc1
i | i | COc1cc2nc(N(CCCN(C)C)C(=O)c3ccc(S(=O)(=O)N4CCc5ccccc5C4)cc3)sc2cc1OC
i | i | CS(=O)(=O)c1ccc(-c2cccc(NC(=O)c3ccco3)c2)nn1
i | i | O=C1CC(NS(=O)(=O)c2cc(F)ccc2F)CN1c1cccc(F)c1 (configuration not stated)
i | i | O=C(Nc1ccc2c(c1)CCC2)c1cc2ccccc2o1
i | i | CC(=O)Nc1nc2c(ccc3ccccc32)s1
i | i | CC(C)Cc1nc2oc3c(Cl)ncnc3c2c2c1CCCC2
i | i | O=C(NCCc1nc2ccccc2[nH]1)/C(=C/c1ccc(F)cc1)NC(=O)c1ccco1
i | · | Cc1cc(C(=O)CSc2nnc(-c3ccco3)o2)c(C)n1CC1COc2ccccc2O1 (configuration not stated)

Some of these compounds in order of count of non-hydrogen atoms, smallest number first:
KCNQ2 inh | CHT inh | Compound
i | i | COc1ccc(CNC(=O)COC(=O)c2cnccn2)cc1
i | i | O=C1CC(NS(=O)(=O)c2cc(F)ccc2F)CN1c1cccc(F)c1 (configuration not stated)
i | i | CC(=O)O[C@H]1C[C@@]2(C)[C@@H](C[C@@H](O)[C@H]3[C@@]4(C)CC[C@@H](O)[C@@H](C)C4CC[C@@]32C)/C1=C(\CCC=C(C)C)C(=O)O (some centres not stated)

(continued)
KCNQ2 inh | CHT inh | Compound
i | i | Cc1ccnc(NC(=O)c2cccc(NC(=O)Cc3ccccc3)c2)c1
i | i | CCN(CC(=O)Nc1ccc(NC(C)=O)cc1)C(=O)COc1ccc(C(=O)c2ccccc2)cc1
· | i | Cc1[nH][nH]c(=O)c1C(c1c(C)[nH][nH]c1=O)c1cn(Cc2cccc3ccccc23)c2ccccc12
i | i | COc1ccc(C2CC(=O)c3sc(N)nc3C2)cc1 (configuration not stated)
i | i | O=C(CS(=O)(=O)c1cn(CC(=O)N2CCOCC2)c2ccccc12)Nc1ccccc1F
i | i | CN(C)CCCN(C(=O)CCc1ccccc1)c1nc2c(F)cccc2s1
i | i | c1cnc(NCCNc2ncccn2)nc1
i | i | Cc1ccc(SCC(=O)c2ccc(CC(=O)O)s2)cc1
i | i | O=c1cc(N2CCCCC2)c(-c2ccccc2)nn1Cc1ccc(Cl)cc1
i | i | O=C(NCC1CCCO1)c1ccc(NS(=O)(=O)c2ccccc2)cc1 (configuration not stated)
i | i | Cc1c(O)nc(SCC(=O)Nc2nccs2)n(-c2ccccc2F)c1=O
i | i | Cc1cccc(/C=N/NC(=O)c2ccc3c(c2)OCCO3)c1O
i | i | O=C(CNC(=S)N(Cc1ccccc1)Cc1ccccc1F)NCc1ccccc1
i | i | Cc1ccc(NC(=S)Nc2nc(CC(=O)Nc3ccccc3)cs2)cc1
i | i | Cc1ccc(SCC(=O)NCC2CCCO2)cc1 (configuration not stated)
i | i | COc1ccc(C2CC(=O)C(C=NCCCO)=C(O)C2)cc1 (configuration not stated)
i | i | O=C(CCCc1ccccc1)c1ccccc1
i | i | Cc1nnc2ccc(-c3cccc(NC(=O)c4ccc(Cl)nc4)c3)nn12
-5.6* | -6.52* | O=C(OCn1ncc(Br)c(Br)c1=O)c1ccc(F)cc1
i | i | CCOc1cc(Br)c(CC(=O)NC2CCCCCC2)cc1OCC
i | i | Cc1ccc(S(=O)(=O)N2CCC(=O)N(CCOCc3ccccc3)CC2)cc1
i | i | Cc1nc(C(=O)Nc2ccc(Cl)cc2Cl)nn1-c1cc(OC(C)C)c(Cl)cc1Cl
i | i | CNC(=O)CS(=O)CC(=O)Nc1cc(OCCOC)c(Cl)cc1Cl (configuration not stated)
i | i | O=C(c1ccccc1)c1nccn1-c1ccc(Cl)nn1
i | i | Cn1nccc1/C=C(/C#N)S(=O)(=O)c1ccccc1
i | i | CCSc1nnc(-c2cc(Br)ccc2N=Cc2c(C)[nH]n(-c3ccccc3)c2=O)c(=O)[nH]1
i | i | CC(C)c1cc(C(=O)Nc2cc(Cl)ccc2O)no1
i | i | CCOc1ccccc1CNc1nc2nc3c(c(=O)n2[nH]1)CCC3
i | i | C[C@H](NC(=O)c1ccco1)C(=O)Nc1ccc(C#N)cc1
i | i | COc1cc2c(cc1OC)C1=C(C#N)CCC(=O)N1CC2
i | i | CCCC[C@H]1COCCS(=O)(=O)N1Cc1ccc(C)cc1
i | i | O=C(CSc1ccccc1)Nc1ccc(N2CCOCC2)c(F)c1
i | i | Cc1cccc(-n2nnnc2SCC(=O)Nc2ccc(N3CCN(C)CC3)cc2)c1
i | i | Cc1ccc(CCC(=O)Nc2ccc([N+](=O)[O-])cc2)o1
i | i | C=CCOc1ccc(C2/C(=C(\O)c3c(C)[nH]c(C(=O)OC)c3C)C(=O)C(=O)N2CCN(C)C)cc1 (configuration not stated)
i | i | CCOC(=O)c1cnc(SCC(=O)OC)nc1N
i | i | COc1cccc(CNC(=O)c2cnc(-c3ccccn3)nc2C(F)(F)F)c1
i | i | Cc1ccc2c(CN3CC(C)CC(C)C3)cc(=O)oc2c1 (configuration not stated)
i | i | CC1(C)CC(C)(c2ccc(O)cc2O)N(c2ccc3ccccc3c2)C(=S)N1 (configuration not stated)
i | i | Nc1nonc1-n1nnc(C(=O)N/N=C/c2cc(Br)cs2)c1-c1ccccc1
i | i | Cc1cccc(N2CCN(S(=O)(=O)c3cc(-c4cc(C)no4)ccc3C)CC2C)c1 (configuration not stated)
i | i | O=C(OCCC1Oc2cccnc2NC1=O)c1ccc([N+](=O)[O-])cc1 (configuration not stated)
i | i | CCOc1ccc(NC(=O)c2ccc(NC(=O)COC(=O)Cc3ccc(OC)cc3)cc2)cc1
i | i | c1cn(-c2ncnc3sc4c(c23)CCCC4)cn1
i | i | Cc1cccc(NC(=O)c2ccc(S(=O)(=O)N(C)C)cc2)n1

Some of the entries so far, as tab-separated lines.
compound	KCNQ2 inh	CHT inh
Cc1ccc2c(CN3CC(C)CC(C)C3)cc(=O)oc2c1 (configuration not stated)	i	i
C=CCOc1ccc(C2/C(=C(\O)c3c(C)[nH]c(C(=O)OC)c3C)C(=O)C(=O)N2CCN(C)C)cc1 (configuration not stated)	i	i

The results go on:
KCNQ2 inh | CHT inh | Compound
i | i | Cc1ccc(S(=O)(=O)Cn2nnnc2C(C(C)C)N2CCc3ccccc3C2)cc1 (configuration not stated)
i | i | CC(C)(C)c1ccc(C(=O)NCCCNC(=O)c2cccnc2)cc1
i | i | OC(CN1CCOCC1)CN1CCOCC1
i | i | Cc1onc(-c2ccccc2)c1C(=O)N1CCN(Cc2ccccc2)CC1
i | i | C=C1C2(C(=O)Nc3ccc(SC(F)F)cc3)CCC(C2)C1(C)C (configuration not stated)
i | i | Cc1ccc(-n2c(=S)[nH]c3c(oc4ccccc43)c2=O)cc1
i | i | O=C(COC(=O)CNS(=O)(=O)c1ccc2ccccc2c1)Nc1ccccc1Sc1ccccc1
i | i | CN(C)S(=O)(=O)n1cc(/C=C(\NC(=O)c2ccccc2Cl)C(=O)NCCN2CCOCC2)c2ccccc21
i | i | Cc1noc(C)c1CSc1nnc2scc(-c3ccccc3)n12
i | i | O=C(Nc1nnc(S(=O)(=O)N2CCCCC2)s1)c1cccc(Br)c1
i | i | COc1ccc(/C=C2/C(=N)N3N=C(CC(=O)N4CCCC4)SC3=NC2=O)cc1OC
i | i | COC(=O)C1=C(C)N(c2ccccc2)C(=S)NC1c1ccccc1C(F)(F)F (configuration not stated)
i | i | Oc1ccc(/C=N/NC(=S)NC2CC3CCC2C3)cc1 (configuration not stated)
i | i | O=C(NCc1cccc(C(F)(F)F)c1)C1CC2Cn3c(nc4ccccc43)C2N1Cc1ccccc1 (configuration not stated)
i | i | CCC1CN(C(=O)N2CCC(C(=O)NCc3ccco3)CC2)c2ccccc2O1 (configuration not stated)
i | i | Cc1ccc(-c2nnn(CC(=O)N3CCCCC3)n2)cc1
i | i | O=C(Nc1ccc(-c2cccc(F)c2)cc1)C1CCCN(Cc2ccccn2)C1 (configuration not stated)
i | i | C=CCSc1ncccc1C(=O)O
i | i | COc1ccc(C(=O)NN(C)c2nc(-c3ccccc3)cc(C)c2S(C)(=O)=O)cc1
i | i | COc1ccccc1/C=N/NC(=O)C(C)Cn1cnc2ccccc21 (configuration not stated)
i | i | COc1ccc(OC(=O)/C=C/c2ccc([N+](=O)[O-])cc2)cc1
i | i | COc1ccccc1N1CCN(C2CCCCC2NS(=O)(=O)c2ccc(Cl)cc2)CC1 (configuration not stated)
i | i | C=CCNc1nc2ccccc2c(=O)[nH]1
i | i | O=C1CC(=C2c3ccccc3-c3ccccc32)C(=O)N1CCN1CCN(c2cccc(Cl)c2)CC1
i | i | CC1CCc2sc3nc(NCc4ccco4)n4ncnc4c3c2C1 (configuration not stated)
i | i | O=C(NCc1ccncc1)C(=O)NCC(c1ccco1)N1CCN(c2ccccc2F)CC1 (configuration not stated)
i | i | CCN1C(=O)C2(/C(=C(\O)c3ccc4c(c3)OCCO4)C(=O)C(=O)N2CCCOC)c2ccccc21 (configuration not stated)
i | i | O=C(Nc1ccc(C(=O)N2CCCC2)cc1)Nc1ccc(Cl)cc1Cl
i | i | O=C(CC(c1ccccc1)c1ccccc1)OCn1nnc2ccccc2c1=O
i | i | O=C(COC(=O)c1cc(S(=O)(=O)N2CCOCC2)ccc1O)Nc1cc(S(=O)(=O)N2CCCC2)ccc1Cl
i | i | COc1cc(C2=NOC(C(=O)NC3CCCCC3)C2)cc(OC)c1OC (configuration not stated)
i | i | COc1ccccc1CNC(=O)Cn1ccsc1=N
i | i | COc1ccccc1/C=C/C=N/NC(=O)CN1CCN(Cc2ccccc2)CC1
i | i | Cc1cccc(NC(=O)CSc2ccc(-c3cccs3)nn2)c1C
i | i | CN(C(=O)CC1C(=O)NCCN1C/C=C/c1ccccc1)C1CCOCC1 (configuration not stated)
i | i | COc1ccccc1-c1ccc(SCC(=O)NCc2ccc3c(c2)OCO3)nn1
i | i | N#Cc1cc(N2CCCCC2)c([N+](=O)[O-])cc1C#N
i | i | CCn1c(=O)n(CC)c2cc(N3CCCC3)c(NC(=O)c3cc(Cl)ccc3OC)cc21
i | i | CN(C)C(=O)c1ccc2c3c(cccc13)CC2
i | i | O=C(CSCc1cccc(F)c1)N1CCN(c2ccccc2)CC1
i | i | CCn1ncc(Br)c1C(=O)Nc1cc(C(=O)OC)ccc1C(=O)OC
i | i | CCOc1ccc(N(CC(=O)NC2CCCC2)C(=O)c2ccc(C)s2)cc1
i | i | CC(C)(C)NC(=O)NC(=O)CSc1nnc2ccccn12
i | i | Cc1c(S(=O)(=O)N2CCN(c3ccccc3)CC2)c(=O)n(C)c(=O)n1C
i | i | Cc1ccc(-c2nnc(NC(=O)c3ccc([N+](=O)[O-])o3)o2)c(C)c1
i | i | O=c1cc[nH]c2ccc([N+](=O)[O-])cc12
i | i | CCCCCCCCOC(=O)c1nc(Cl)c(Cl)c(N)c1Cl
i | i | CC(C)N1CCC(=NNc2ccc(S(=O)(=O)N3CCOCC3)cc2[N+](=O)[O-])CC1
i | i | Cn1cccc1CC(=O)NNC(=S)Nc1ccc(Cl)cc1
i | i | O=C(NCC(c1cccnc1)N1CCOCC1)C1CCCCC1 (configuration not stated)
